SIRT5 inh: blocks human SIRT5 desuccinylation of peptide | Q9NXA8 | Purified SirT5, succinyl-peptide AMC, trypsin-coupled fluorescence | inhibition, % at 15 µM | hit rate 1.1% among 330,000 | AID 652115; in the data active = inhibition above about 15%
Cneo AK release: Cryptococcus neoformans lysis via adenylate kinase release; lysis activity, % at 15 µM; hit rate 0.2% among 360,000; AID 651654; C. neoformans lysis, adenylate kinase release luminescence, 4 h; normalised: neutral wells 0, clomiphene wells 100;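 active = mean lysis activity across replicates of at least 80%, whatever share of replicates individually reach that level; inactive = mean lysis activity below 80%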
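Assay system: Cryptococcus neoformans yeast cells / Dosing: single-point compound dose / Timing: 4 h at 37 °C static, read 1 h later / Measured by: luminescence of released adenylate kinase using an AK detection reagent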
Xi reactivation: reactivates the inactive X chromosome in mouse fibroblasts; activation, % at 7.58 µM; hit rate 0.055% among 360,000; XiGFP mouse fibroblasts, % GFP-positive cells imaging, 3 d; cells co-treated with 5-aza-dC sensitizer; scaled so ellipticine positive control = 100%; AID 743238;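 active = mean normalized replicate activation at least 10% and every replicate at or above 10%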;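 note: 0% = median of on-plate neutral control wells and 100% = ellipticine 6 µM median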
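Material: XiGFP fibroblasts, SV40-immortalized. Buffer or medium: DMEM plus 5-aza-dC sensitizer. Compound: single concentration per compound, delivered by pin transfer. Times: 3 days compound exposure. Controls: ellipticine 6 µM.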
PGC1a acetyl inh: modulators of PGC1a acetylation; hit rate 0.17% among 350,000; inhibition, % at 15.6 µM; U2OS PGC1a acetylation, AlphaScreen anti-acetyl-lysine; with virally co-expressed GCN5 acetyltransferase;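 active = every replicate shows inhibition of at least 40%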;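 note: 0% = neutral control wells and 100% = positive control wells; some results beyond the cut were filed as inactive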
LGR2 antag: blocks bursicon-induced cAMP signaling via Drosophila LGR2 | AID 720647 | hit rate 0.35% among 380,000 | inhibition, % at 9.99 µM | HEK293 LGR2, CRE-luciferase, bursicon-stimulated, 4 h;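 active = drop in luminescence signal, shown as inhibition above about 50% in the replicate tests, limit read from the data, passing the limit was not always enough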;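 note: agonist challenge used bursicon conditioned medium at about half maximal strength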
S100A4 inh HTS: inhibitors of human S100A4 binding to myosin IIA peptide | S100A4/TAMRA-MyoIIA peptide fluorescence polarization | inhibition, % at 10.7 µM | P26447 | hit rate 0.14% among 360,000;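 active = mean inhibition of at least 70% across replicates, with every replicate also reaching that level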
Target sequence (P26447 whole entry, looked up): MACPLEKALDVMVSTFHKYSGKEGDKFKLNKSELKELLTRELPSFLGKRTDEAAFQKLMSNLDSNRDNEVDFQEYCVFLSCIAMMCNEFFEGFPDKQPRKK
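System – human S100A4 monomer protein, biochemical binding assay · Buffer or medium – Calcium-containing HEPES buffer, pH 7.2 · Timing – 5 min between mix addition and reading · Also added – TAMRA-labelled myosin IIA heavy-chain peptide probe, 5 nM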
ERAP1 HTS inh: ERAP1 (human) enzyme inhibition; recombinant ERAP1, Leu-AMC fluorescence, 60 min; Q9NZ08; inhibition, % at 10.7 µM; AID 652197; hit rate 0.15% among 340,000;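 active = mean replicate inhibition of at least 30%, or all replicates individually reaching that 30% level; inactive = mean below 30% and not every replicate reaching it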;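 note: 0% = neutral control wells and 100% = L-leucinethiol positive control wells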
Target sequence (Q9NZ08 whole entry, looked up): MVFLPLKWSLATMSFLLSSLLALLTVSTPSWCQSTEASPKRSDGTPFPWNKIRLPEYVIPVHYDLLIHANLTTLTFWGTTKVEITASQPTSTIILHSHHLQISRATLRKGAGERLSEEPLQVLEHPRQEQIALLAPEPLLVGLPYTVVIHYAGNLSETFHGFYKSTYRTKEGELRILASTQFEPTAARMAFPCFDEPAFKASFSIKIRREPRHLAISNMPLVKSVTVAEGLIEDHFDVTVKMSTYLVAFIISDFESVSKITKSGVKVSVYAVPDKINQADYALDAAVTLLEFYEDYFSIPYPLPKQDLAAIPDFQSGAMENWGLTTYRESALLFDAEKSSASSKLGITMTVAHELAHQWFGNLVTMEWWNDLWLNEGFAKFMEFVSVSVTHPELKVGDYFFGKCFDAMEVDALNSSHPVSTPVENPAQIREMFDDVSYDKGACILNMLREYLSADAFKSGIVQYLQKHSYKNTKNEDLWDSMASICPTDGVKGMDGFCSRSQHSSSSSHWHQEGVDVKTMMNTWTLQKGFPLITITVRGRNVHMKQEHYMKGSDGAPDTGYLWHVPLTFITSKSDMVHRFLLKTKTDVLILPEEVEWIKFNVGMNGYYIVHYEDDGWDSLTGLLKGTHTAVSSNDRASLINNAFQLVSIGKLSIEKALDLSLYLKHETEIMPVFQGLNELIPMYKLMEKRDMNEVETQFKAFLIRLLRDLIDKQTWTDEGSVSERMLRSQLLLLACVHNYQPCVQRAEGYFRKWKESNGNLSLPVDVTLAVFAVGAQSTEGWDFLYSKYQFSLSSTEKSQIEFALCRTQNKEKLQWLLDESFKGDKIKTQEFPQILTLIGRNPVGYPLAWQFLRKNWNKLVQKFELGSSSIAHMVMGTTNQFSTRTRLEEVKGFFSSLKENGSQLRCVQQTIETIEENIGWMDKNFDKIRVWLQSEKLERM
Statin myotox sup: suppressors of simvastatin-induced myotoxicity in C2C12 myotubes; AID 602340; ATP luminescence, 48 h; scaled: DMSO 0, geranylgeraniol control 100; rescue of ATP level, % at 7.49 µM; hit rate 0.78% among 330,000;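 active = mean ATP rescue above about 67%, or every replicate alone reaching that limit, limit read from the data, passing the limit was not always enough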;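 note: myotubes were challenged with 10 µM simvastatin during compound exposure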
Active calls of the source: *; . = not tested or not shown. An excerpt (hit frequency here may not be typical).

entry	canonical_smiles	S100A4 inh HTS	LGR2 antag	ERAP1 HTS inh	Xi reactivation	PGC1a acetyl inh	SIRT5 inh	Cneo AK release	Statin myotox sup
1	CC(C)CNc1ncnc2[nH]ncc12	-0.8	-34.9	1.6	0.2	-0.4	.	.	-1.2
2	CCC(=O)N1CC2(C1)[C@H](c1ccc(-c3ccc(F)cc3)cc1)[C@@H](CO)N2S(C)(=O)=O	0.6	-3.3	1.8	0.1	2.5	-3.7	.	.
3	COC(=O)c1sccc1OCc1cccc(OC)c1	-2.6	23.8	-1.3	0.3	.	2.0	.	.
4	COc1cccc(C2/C(=C(\O)c3ccc4c(c3)OCCO4)C(=O)C(=O)N2CCCn2ccnc2)c1 (configuration not stated)	4.5	-19.4	0.8	0.2	-0.3	0.3	-1.3	-9.5
5	C[C@H](CO)N1C[C@H](C)[C@H](CN(C)C(=O)Nc2ccc3c(c2)OCO3)OCCCC[C@H](C)Oc2ccc(NC(=O)Nc3cccc4ccccc34)cc2C1=O	25.4	13.7	-2.9	0.1	-6.1	7.5	1.9	12.6
6	Cc1ccc(S(=O)(=O)N2CCN(C(=O)CSc3nc(N)cc(=O)[nH]3)CC2)c(C)c1	-5.9	-8.7	-2.0	0.0	3.3	-0.2	2.6	-4.8
7	CCN(CC)CCN(C(=O)c1ccc2c(c1)OCCO2)c1nc2c(Cl)cccc2s1	-3.1	2.6	-2.6	0.1	.	-3.0	0.1	-7.7
8	Cc1cccc(COCC(CC(C)C)N2CCN(C(=O)c3ccc(C(F)(F)F)cc3)CCC2=O)c1 (configuration not stated)	-7.3	-11.5	-0.1	0.0	-9.7	0.1	1.6	-3.8
9	CN(NC1OC(=O)c2ccccc21)c1ccccc1[N+](=O)[O-] (configuration not stated)	-1.3	-2.4	.	0.1	-8.6	1.8	-2.5	-6.9
10	CO[C@H]1CN(C)C(=O)c2cc(NC(=O)Nc3cccc(F)c3)ccc2OC[C@@H](C)N(C(=O)Nc2c(C)noc2C)C[C@H]1C	-9.5	8.8	-1.8	0.2	-3.0	2.5	-0.8	-0.5
11	COc1ccc(NC(=O)Cn2c(=O)n(-c3ccccc3)c(=O)c3oc4ccccc4c32)c(OC)c1	.	10.9	.	0.0	-1.2	.	19.8	.
12	CC1CCN(S(=O)(=O)c2ccc3c(c2)N(CC(=O)NCc2cccnc2)C(=O)CS3)CC1	-1.4	8.2	-6.8	0.1	.	-3.3	.	.
13	COc1ccc(N2CCN(C(=O)COC(=O)c3nc(Cl)ccc3Cl)CC2)cc1	0.0	-0.2	1.0	0.2	-8.5	.	1.4	1.4
14	CCn1nc(NC(=O)COC)c2cc3cccc(C)c3nc21	-15.1	4.9	-6.0	0.3	-6.2	-1.2	0.7	9.5
15	C[C@@H]1CN([C@H](C)CO)C(=O)c2cc(NS(=O)(=O)c3ccc(Cl)cc3)ccc2O[C@@H]1CN(C)Cc1ccncc1	6.3	8.6	0.3	-0.1	4.1	-1.8	-2.4	-19.8
16	CN1C(=O)c2cc(NS(=O)(=O)c3cccc(F)c3)ccc2OC[C@H]2O[C@H](CC(=O)NCCN3CCCCC3)CC[C@H]21	4.3	10.0	-0.5	0.0	2.8	-2.9	-2.1	1.5

Record cards (already shown).
`COc1ccc(N2CCN(C(=O)COC(=O)c3nc(Cl)ccc3Cl)CC2)cc1` reads S100A4 inh HTS = 0.0; LGR2 antag = -0.2; ERAP1 HTS inh = 1.0; Xi reactivation = 0.2; PGC1a acetyl inh = -8.5; SIRT5 inh = .; Cneo AK release = 1.4; Statin myotox sup = 1.4
`C[C@@H]1CN([C@H](C)CO)C(=O)c2cc(NS(=O)(=O)c3ccc(Cl)cc3)ccc2O[C@@H]1CN(C)Cc1ccncc1` reads S100A4 inh HTS = 6.3; LGR2 antag = 8.6; ERAP1 HTS inh = 0.3; Xi reactivation = -0.1; PGC1a acetyl inh = 4.1; SIRT5 inh = -1.8; Cneo AK release = -2.4; Statin myotox sup = -19.8
`CC(C)CNc1ncnc2[nH]ncc12` reads S100A4 inh HTS = -0.8; LGR2 antag = -34.9; ERAP1 HTS inh = 1.6; Xi reactivation = 0.2; PGC1a acetyl inh = -0.4; SIRT5 inh = .; Cneo AK release = .; Statin myotox sup = -1.2

Remaining list, next part
entry	canonical_smiles	S100A4 inh HTS	LGR2 antag	ERAP1 HTS inh	Xi reactivation	PGC1a acetyl inh	SIRT5 inh	Cneo AK release	Statin myotox sup
17	CN(C(=O)c1cccc(NC(=O)Cc2cccc(NC(=O)C3CCN(C(=O)C4CCC4)CC3)c2)c1)C1CCC1	-2.8	1.8	.	0.0	.	-2.0	1.1	13.6
18	Nc1nc2c(Br)ccc(Br)c2cc1C(=O)NCc1cccc2ccccc12	0.9	6.2	0.0	-0.1	.	-3.3	.	.
19	NC(=O)CSc1nnc(COc2ccccc2)n1Cc1ccco1	1.6	9.2	.	0.0	.	.	0.5	7.1
20	C=CCN1C(=O)/C(=C\c2ccc(Oc3nc(N4CCOCC4)nc(N4CCOCC4)n3)c(OC)c2)SC1=S	5.2	-5.4	3.4	0.1	2.2	1.4	2.3	13.2
21	NC(=O)CC(NC(=O)Cc1ccc(Br)cc1)c1ccc(NC2CCC2)c([N+](=O)[O-])c1 (configuration not stated)	4.2	4.2	-1.0	0.0	-20.6	3.3	-0.3	-13.5
22	O=C1/C(=C/c2cccs2)Cc2ccccc21	.	-12.1	.	0.2	.	.	-2.6	-8.1
23	CC(NC(=O)c1cc(F)c(F)cc1Cl)C1CC2CCC1C2 (configuration not stated)	1.9	17.5	0.5	0.4	.	12.6	-1.3	15.0
24	CC(C)(CNC(=O)c1cccc(S(=O)(=O)NCc2ccccc2)c1)N1CCOCC1	0.4	-0.8	-2.1	-0.8	-7.7	-1.8	1.8	1.9
25	O=C(c1ccccc1F)N1CCN(S(=O)(=O)c2ccc3c(c2)OCCO3)CC1	-0.6	-7.0	4.7	0.0	8.7	-9.0	-4.8	-14.9
26	COc1ccc(CN(C)C[C@H]2OCCCC[C@H](C)Oc3ccc(NS(=O)(=O)c4ccc(C)cc4)cc3C(=O)N([C@H](C)CO)C[C@H]2C)cc1	-23.9	-12.9	-1.5	-1.0	-21.3	11.1	4.2	.
27	COc1ccccc1NC(=O)CN1CCN(c2ccccc2F)CC1	.	0.3	.	.	16.5	.	-0.5	18.9
28	Cc1cc(NC(=O)C(C)SCC(=O)Nc2cc(C(F)(F)F)ccc2N2CCOCC2)no1 (configuration not stated)	-3.3	6.9	0.3	0.1	-13.3	8.8	4.3	5.1
29	CCOc1ccccc1C(=O)N[C@H](C(=O)NNC(=O)c1cccs1)C(C)C	-0.9	0.4	-3.5	0.4	0.4	-4.2	-0.4	-7.3
30	O=C(Nc1ccc(C(=O)NN2C(=O)c3ccccc3C2=O)cc1)c1ccccc1	-1.0	.	0.4	0.6	.	-1.8	1.4	3.4
31	CC1(C)CC2(CCO1)OC(=O)CC2C(=O)Nc1ccc(Br)cc1 (configuration not stated)	-5.9	-3.0	-1.6	0.0	-7.5	-4.4	0.4	1.4
32	CCOC(=O)c1sc2c(c1C)c(=O)n(Cc1ccccc1)c(=O)n2CCN(C)C	-26.9	9.4	-1.5	0.0	-6.4	-2.6	0.8	1.3
33	Cc1ccc(C(=O)NC2CCN(S(=O)(=O)c3ccccc3F)CC2)cc1	2.5	0.4	0.0	0.0	.	-2.8	2.8	-17.0
34	CCCNC(=O)N(C)C[C@@H]1Oc2ncc(-c3ccc(C(=O)N(C)C)cc3)cc2C(=O)N([C@H](C)CO)C[C@@H]1C	4.2	.	2.1	0.2	-24.0	2.3	-1.5	12.1
35	CCOC(=O)c1c(C)[nH]c(C)c1C(=O)COC(=O)COc1ccc(Cl)c(C)c1	3.6	-12.0	4.7	0.0	.	-2.4	3.1	3.5
36	C[C@H](CO)N1C[C@H](C)[C@@H](CN(C)Cc2ccc(C(=O)O)cc2)Oc2c(NC(=O)Nc3ccccc3)cccc2C1=O	14.7	-11.0	-1.2	-1.0	5.2	1.7	-1.0	-5.6
37	CCCNC(=O)[C@H]1[C@H](CO)[C@H]2Cn3c(cccc3=O)[C@@H]1N2S(=O)(=O)c1ccccc1F	6.5	4.0	0.6	-0.1	.	3.5	-0.1	-1.7
38	C/C(=N\NC(=S)NC(C)C)c1ccccc1OC(F)F	-2.1	10.4	-2.2	0.0	.	-6.9	.	.
39	CC1CCCN(C(=O)COC(=O)c2ccc(=O)n(Cc3ccccc3)n2)C1 (configuration not stated)	-1.4	15.4	-0.4	0.0	.	-0.7	.	.
40	CC(=O)N(C)C[C@H]1[C@H](c2ccccc2)[C@@H](CO)N1C(=O)C1CC1	3.8	21.1	-2.1	0.1	4.1	-1.1	2.9	-10.6
41	COc1ccc(C(C)(O)c2nc(-c3cccc(C(=O)O)c3)cs2)cc1 (configuration not stated)	0.8	-10.9	0.8	-0.1	0.3	-2.1	-1.1	2.9
42	Cc1ccc(N(Cc2ccc(C(=O)NCC3CCCO3)cc2)S(C)(=O)=O)cc1C (configuration not stated)	-5.3	-14.1	3.8	0.0	.	0.0	.	.
43	O=C(Nc1ccc2ccccc2n1)c1ccccc1	0.9	-113.6	2.0	-0.1	-1.3	-4.4	-3.4	-12.3
44	Cc1ccn2c(=O)nc(SCC(=O)NCc3ccco3)nc2c1	-0.9	-22.2	3.2	0.0	5.7	3.1	-0.9	-18.9
45	Cc1ccc(/C=N/Nc2ncc(Cl)cc2Cl)s1	3.5	1.0	10.9	.	7.1	-2.3	.	.
46	CCCCOCCCNC(=O)C[C@@H]1C[C@@]2(C(=O)OCC)CCC=C2N(Cc2ccc(Cl)cc2Cl)C1=O	-7.0	-12.0	-1.0	0.0	.	1.9	.	.
47	CO[C@@H]1CN(C)C(=O)c2ccc(NC(C)=O)cc2OC[C@@H](C)N(Cc2nccs2)C[C@H]1C	9.9	1.5	-0.7	0.7	10.8	-1.6	-0.4	-9.9
48	O=C1CN(C(=O)COC(=O)CCSc2ccccc2Cl)c2ccccc2N1	0.0	.	0.5	.	4.9	1.2	-0.1	106.1*
49	COc1cccc(/C=C2/SC(=S)N(CC(=O)NC3C=CS(=O)(=O)C3)C2=O)c1 (configuration not stated)	-3.8	2.8	3.4	0.3	-16.0	7.1	0.7	0.8
50	COc1ccc(/C=C/c2n[nH]c(=O)c(C#N)c2C)cc1	-4.1	8.1	2.3	.	21.6	0.6	-1.5	35.8
51	COc1ccc(NC(=O)CN(C)S(=O)(=O)c2ccccc2)cc1	-3.4	0.7	0.6	.	-21.7	-2.3	-3.3	6.9
